Screens deposited in PubChem by several laboratories.
MDM2 E3 inh = blocks human Mdm2 ubiquitin ligase activity | Q00987 | cell-based MDM2 ubiquitination luciferase reporter, 2 h; 0 = plate control, 100 = twice control, blank-subtracted | signal enhancement, % at 5 µM | 210,000 compounds, 0.11% hits | AID 1230;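 active means signal enhancement of 30% or more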;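 further: luminescence tracks abundance of the self-degrading MDM2-luciferase fusion protein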
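test system = mammalian cells stably expressing self-ubiquitinating, self-degrading MDM2 E3–luciferase fusion | quantity = 2000 cells/well | incubation = cell settling 4 h, compound treatment 2 h, both 37 °C | signal = luminescence with SteadyLite reagent, 15 min at room temperature | evaluation = % enhancement relative to plate controls after blank subtraction | benchmarks = plate controls and plate blanks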
L929 necroptosis = L929 zVAD cell death inhibition | 220,000 compounds, 0.38% hits | L929 zVAD necroptosis rescue, ATP luminescence, 24 h; with zVAD 60 µM | viability rescue, % at 10 µM | AID 1377;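 active means activation, scaled between plate controls, above about 75%, limit read from the data; inactive means activation under that limit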;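 further: 0% = zVAD with DMSO and 100% = DMSO alone without zVAD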
EBV gp42 block = blocks Epstein-Barr virus glycoprotein 42 binding; Q1HVG2; Fluorescence polarization binding assay, mP read-out; inhibition, % (tested at 21.74 µM); 220,000 compounds, 0.42% hits; in the data active means inhibition above about 50%
TNF necrop inh = blocks TNF-alpha induced death of Jurkat FADD-/- cells. activation (protection from cell death), % at 10 µM. Jurkat FADD-/- TNF necroptosis rescue, ATP luminescence, 24 h; 0 = TNF only, 100 = no-TNF cells. 220,000 compounds, 0.068% hits;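 active means activation, meaning protection from cell death, of at least 50% relative to plate controls; inactive means activation below 50%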;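 further: necroptosis triggered by 40 ng/mL TNF-alpha added together with compound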
Rad51 HR inh = Rad51 (human) homologous recombination inhibition. hRad51 DNA strand exchange, fluorescence dequenching. inhibition, % at 10 µM. 200,000 compounds, 0.085% hits. AID 1385;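 active means inhibition above 40% at the single screening dose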;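 further: 0% = DMSO control wells and 100% = blanks with heterologous ssDNA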
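Material: human Rad51–ssDNA filaments; Probe or stimulus: labelled 47-mer dsDNA for strand exchange; Doses: single 10 µM dose; Incubation: 37 °C 15-min filament assembly, 30-min compound preincubation, 15-min exchange; Technique: FRET fluorescence dequenching, excitation 485 nm, emission 520 nm; Measure: Fluorescence-based percent inhibition, control- and blank-normalised; Benchmarks: plate control and blank wells.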
Calpain2 inh = inhibitors of pig calpain II; inhibition, % at 16 µM; purified calpain II, fluorogenic peptide substrate, 30 min; 220,000 compounds, 0.37% hits;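 active means inhibition above about 50%, limit read from the data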
eIF4E 4G PPI = eIF4E/eIF4G interaction inhibition in translation initiation; TR-FRET eIF4E-eIF4GI(517-606) binding, 2 h; inhibition, % at 21.7 µM; 220,000 compounds, 0.37% hits;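 active means inhibition above about 30%, limit read from the data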;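 further: 0% = full FRET control wells and 100% = background wells lacking eIF4GI fragment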
Cl transport mod = modulators of human KCC2 chloride dependent transport; Q9H2X9; KCC2 cells, thallium flux FluoZin-2 fluorescence; B-score of Tl+ flux slope (higher = more flux/activation; lower = inhibition) at 10 µM; 190,000 compounds, 2.2% hits; AID 1456;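 active means thallium flux slope and its plate-corrected score both differing from the plate sample mean at a set confidence after two filtering rounds, in either direction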;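 further: slope of fluorescence scaled to starting intensity during 10 to 20 s after thallium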
PERK inh = blocks human PERK kinase; CHO PERK-DD fusion, SEAP luminescence translation reporter; inhibition, % at 5.6 µM; 220,000 compounds, 0.17% hits;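 active means inhibition above the mean inhibition of all tested compounds plus 3 SD, set separately per screening campaign, cut at about 2.9% in these data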;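 further: PERK kinase domain activated by AP20187 dimerizer at 100 nM; 0% = DMSO with dimerizer and 100% = rapamycin at 8.4 µM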
Target sequence (Q9NZJ5 whole entry, looked up, the tested form may be a part): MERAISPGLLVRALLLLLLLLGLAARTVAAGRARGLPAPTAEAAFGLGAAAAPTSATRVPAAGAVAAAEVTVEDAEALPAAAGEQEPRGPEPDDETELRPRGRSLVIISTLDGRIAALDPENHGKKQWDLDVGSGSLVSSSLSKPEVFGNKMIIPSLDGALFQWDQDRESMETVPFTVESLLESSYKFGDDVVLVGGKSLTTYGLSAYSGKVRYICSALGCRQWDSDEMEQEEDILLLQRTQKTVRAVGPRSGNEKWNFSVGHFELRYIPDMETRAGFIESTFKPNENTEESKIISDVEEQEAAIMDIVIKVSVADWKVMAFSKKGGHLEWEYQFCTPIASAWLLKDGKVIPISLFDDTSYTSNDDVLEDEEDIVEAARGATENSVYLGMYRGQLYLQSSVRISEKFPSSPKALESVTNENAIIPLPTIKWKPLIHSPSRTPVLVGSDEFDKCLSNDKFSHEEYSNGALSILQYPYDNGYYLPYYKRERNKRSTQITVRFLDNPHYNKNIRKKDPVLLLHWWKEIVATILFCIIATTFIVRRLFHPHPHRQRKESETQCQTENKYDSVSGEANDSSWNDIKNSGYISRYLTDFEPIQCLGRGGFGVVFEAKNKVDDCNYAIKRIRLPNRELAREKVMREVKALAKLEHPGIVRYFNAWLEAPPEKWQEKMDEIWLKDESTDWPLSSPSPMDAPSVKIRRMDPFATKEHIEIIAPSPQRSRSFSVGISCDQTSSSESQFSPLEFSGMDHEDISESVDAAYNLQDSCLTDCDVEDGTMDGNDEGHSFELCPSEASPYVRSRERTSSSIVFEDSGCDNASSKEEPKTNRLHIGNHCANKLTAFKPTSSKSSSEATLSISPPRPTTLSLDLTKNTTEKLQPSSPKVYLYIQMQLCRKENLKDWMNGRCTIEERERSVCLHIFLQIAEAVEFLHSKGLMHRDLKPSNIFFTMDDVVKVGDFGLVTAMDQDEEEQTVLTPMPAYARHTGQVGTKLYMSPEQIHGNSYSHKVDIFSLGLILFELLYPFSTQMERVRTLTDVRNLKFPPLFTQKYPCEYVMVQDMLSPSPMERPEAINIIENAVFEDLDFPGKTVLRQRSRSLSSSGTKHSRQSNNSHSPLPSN
* marks the source's active call; other numbers are inactive results; i = inactive; . = not tested or not shown; [ ] = another dose, or the depositor's remark.

#1 CC(C)C(=O)NNc1ccccc1
#2 CC1=C(C)CC(C(=O)NCCc2ccccc2)C(C(=O)O)C1 (configuration not stated)
#3 Cc1cccc(NC(=S)NNC(=O)CC(C)O)c1C (configuration not stated)
#4 CCOC(=O)C1(CCc2ccccc2)CCN(C(=O)[C@@H]2C[C@@H](C)NC(=S)N2)CC1
#5 O=C1c2ccccc2C(=O)N1CCCCON1C(=O)c2ccccc2C1=O
#6 COc1ccc(OCCSc2nc3ccccc3n2CC(=O)O)cc1
Compound	1	2	3	4	5	6
MDM2 E3 inh	-10	-17	4	4	-6	-9
L929 necroptosis	0.5	-0.7	-0.1	-0.8	1.2	0.2
EBV gp42 block	-7	9	-27	-7	-9	2
TNF necrop inh	4.0	-0.6	-3.2	-0.3	1.3	-0.8
Rad51 HR inh	9	2	-3	.	7	9
Calpain2 inh	5	-11	-17	-2	12	-43
eIF4E 4G PPI	3	5[fluorescence artefact?]	0[fluorescence artefact?]	0	-3	-9[fluorescence artefact?]
Cl transport mod	.	.	-0.5	.	-0.15	0.46
PERK inh	2.2	-1.1	1.6	0.9	0.5	1.3

#7 CCOc1cc(/C=N\Nc2nc(Nc3ccccc3)nc(N3CCOCC3)n2)ccc1OC(=O)c1ccco1
#8 CC1=C(c2ccccc2)[N+](=O)C2(CCCC2)N1[O-]
#9 CC(=O)Nc1ccc(-c2csc(NNC(=O)c3ccc(C)cc3)n2)cc1
#10 Cc1nc2cccnc2nc1C
#11 O=C1CC(c2cccc(Cl)c2)Cc2nc(N3CCOCC3)ncc21 (configuration not stated)
#12 CCc1ccccc1NC(=O)Cn1cccc1C1=NC(c2ccccc2)CO1 (configuration not stated)
Compound	7	8	9	10	11	12
MDM2 E3 inh	-12	-6	-8	.	0	-12
L929 necroptosis	1.5	0.2	3.4	0.0	1.7	0.6
EBV gp42 block	-1	-16	4	5	-4	-1
TNF necrop inh	6.2	-2.4	0.5	0.4	0.9	2.0
Rad51 HR inh	9	-6	11	-7	2	-1
Calpain2 inh	-56	4	-30	-17	-31	5
eIF4E 4G PPI	3[fluorescence artefact?]	-5	-4	6	-4	1
Cl transport mod	-1.4	0.036	1.5	-0.025	0.76	-0.23
PERK inh	0.3	1.3	-0.4	0.5	-1.5	-0.7

In a second layout: four of the compounds above.
| nr | SMILES | MDM2 E3 inh | L929 necroptosis | EBV gp42 block | TNF necrop inh | Rad51 HR inh | Calpain2 inh | eIF4E 4G PPI | Cl transport mod | PERK inh |
| --- | --- | --- | --- | --- | --- | --- | --- | --- | --- | --- |
| 11 | O=C1CC(c2cccc(Cl)c2)Cc2nc(N3CCOCC3)ncc21 (configuration not stated) | 0 | 1.7 | -4 | 0.9 | 2 | -31 | -4 | 0.76 | -1.5 |
| 6 | COc1ccc(OCCSc2nc3ccccc3n2CC(=O)O)cc1 | -9 | 0.2 | 2 | -0.8 | 9 | -43 | -9[fluorescence artefact?] | 0.46 | 1.3 |
| 7 | CCOc1cc(/C=N\Nc2nc(Nc3ccccc3)nc(N3CCOCC3)n2)ccc1OC(=O)c1ccco1 | -12 | 1.5 | -1 | 6.2 | 9 | -56 | 3[fluorescence artefact?] | -1.4 | 0.3 |
| 9 | CC(=O)Nc1ccc(-c2csc(NNC(=O)c3ccc(C)cc3)n2)cc1 | -8 | 3.4 | 4 | 0.5 | 11 | -30 | -4 | 1.5 | -0.4 |

(cont.)
#13 O=C(CSc1nc2nn(-c3ccccc3)c(=O)c-2c2n1CCCCC2)NCCc1ccccc1
#14 CCCCOC(=O)C1=C(C)Nc2ncnn2C1c1ccc(OCC)c(OC)c1 (configuration not stated)
#15 CCN(CC(=O)NC1CCS(=O)(=O)C1)c1ccc(S(C)(=O)=O)cc1[N+](=O)[O-] (configuration not stated)
#16 O=[N+]([O-])c1ccc(CSc2nnc(-c3cnccn3)o2)cc1
#17 COC(=O)c1sccc1NC(=O)c1cnc2cc(C)nn2c1C
#18 CN(C)CCCN(C(=O)c1ccc(N2C(=O)CCC2=O)cc1)c1nc2c(F)cccc2s1
Compound	13	14	15	16	17	18
MDM2 E3 inh	7	-12	-24	-7	-8	13
L929 necroptosis	-0.3	-0.1	0.9	0.2	0.7	-1.5
EBV gp42 block	1	-26	-45	0	7	1
TNF necrop inh	1.6	-2.4	0.3	1.6	-1.3	0.5
Rad51 HR inh	5	4	-2	-8	-3	7
Calpain2 inh	14	3	12	14	-16	19
eIF4E 4G PPI	-3	-2	-6	-2	3	-2
Cl transport mod	-0.0019	0.11	-0.53	0.53	-0.66	0.13
PERK inh	-0.6	-1.2	1.7	0.4	0.6	0.8

#19 O=C(O)CCNS(=O)(=O)c1ccccc1Br
#20 O=C(NC1CCCCC1)C1CCCN(S(=O)(=O)c2cnc[nH]2)C1 (configuration not stated)
#21 CCOC(=O)N1CCC(NC(=S)Nc2ccc3nc(N4CCN(C)CC4)cc(C)c3c2)CC1
#22 Cc1nn(-c2ccccc2)nc1-c1nnc(-c2ccc(C(F)(F)F)cc2)o1
#23 CCOC(=O)C1CCCN(C(=O)c2cc3nc(-c4cccc(OC)c4)cc(C(F)(F)F)n3n2)C1 (configuration not stated)
#24 CC(=O)N(Cc1cccnc1)Cc1cc2ccccc2[nH]c1=O
Compound	19	20	21	22	23	24
MDM2 E3 inh	-9	-13	17	-5	-93	-15
L929 necroptosis	0.5	2.9	2.8	0.2	0.8	2.9
EBV gp42 block	-12	-25	-6	-6	7	-15
TNF necrop inh	0.3	0.4	0.9	1.0	-1.9	0.6
Rad51 HR inh	-51	0	-8	1	-6	0
Calpain2 inh	-11	-1	-60	-11	-19	-41
eIF4E 4G PPI	-1	-5	4	-3	-13	0[fluorescence artefact?]
Cl transport mod	0.64	.	-0.4	-0.023	.	-0.14
PERK inh	1.7	1.0	-0.8	-0.5	0.2	1.3

#25 CC(=O)N(C(C)=O)S(=O)(=O)c1ccc(N=NN2CCCCC2)cc1
#26 CC(=O)NC(CC(=O)N(C)Cc1cccc(Cl)c1Cl)c1ccccc1 (configuration not stated)
#27 CCCC(=O)Nc1nc2ccc(S(N)(=O)=O)cc2s1
#28 Cc1cc(NC(=O)CSc2nnc(Nc3ccccc3C)s2)no1
#29 O=S(=O)(c1ccc(Cl)c(C(F)(F)F)c1)N1CCN(CC(O)COCC2CCCO2)CC1 (configuration not stated)
#30 C1=CC2c3ccccc3NC(c3ccncc3)C2C1 (configuration not stated)
Compound	25	26	27	28	29	30
MDM2 E3 inh	-5	5	-16	-15	-8	-16
L929 necroptosis	0.3	-0.3	80*	-0.2	0.4	-0.1
EBV gp42 block	-3	-30	-8	-3	-19	-6
TNF necrop inh	2.6	-0.4	-0.2	1.2	1.3	-6.9
Rad51 HR inh	-3	19	6	.	12	-2
Calpain2 inh	0	-12	-32	-3	-38	-127
eIF4E 4G PPI	2	4	0	-4	-4[fluorescence artefact?]	4
Cl transport mod	-1.2	-1.8	1.1	-0.73	0.19	0.38
PERK inh	1.1	1.1	0.3	1.0	0.4	0.1

#31 C/C(N)=C(/C#N)C(=O)COC(=O)CCC1CCCC1
#32 CCn1c(SCC(=O)c2ccc(Cl)cc2)nnc1C(C)C
#33 COc1ccc(N2C(=O)CC(Sc3ncccc3C(=O)O)C2=O)cc1 (configuration not stated)
#34 O=C(c1cccn2c(=O)c3ccccc3nc12)N1CCN(Cc2ccc3c(c2)OCO3)CC1
#35 COCCNc1cc(C)nc2c3c(C)cc(C)nc3nn12
#36 NS(=O)(=O)c1ccc(NC=C2C(=O)OC3(CCCCC3)OC2=O)cc1
Compound	31	32	33	34	35	36
MDM2 E3 inh	-12	-25	-17	-12	-10	0
L929 necroptosis	-0.4	-0.3	1.1	-0.9	0.0	1.8
EBV gp42 block	-2	-9	2	-11	-18	-23
TNF necrop inh	-0.1	0.3	-0.1	-1.3	-1.9	1.8
Rad51 HR inh	1	10	10	3	-1	-4
Calpain2 inh	8	-6	12	i	i	-9
eIF4E 4G PPI	-5	7	1	.	-7	2
Cl transport mod	.	-1.6	-0.82	.	.	1.1
PERK inh	-0.4	-0.2	-0.6	-1.0	-0.5	0.3

Ordered by heavy-atom count (descending): part of the list above.
#36 NS(=O)(=O)c1ccc(NC=C2C(=O)OC3(CCCCC3)OC2=O)cc1
#32 CCn1c(SCC(=O)c2ccc(Cl)cc2)nnc1C(C)C
#31 C/C(N)=C(/C#N)C(=O)COC(=O)CCC1CCCC1
Compound	36	32	31
MDM2 E3 inh	0	-25	-12
L929 necroptosis	1.8	-0.3	-0.4
EBV gp42 block	-23	-9	-2
TNF necrop inh	1.8	0.3	-0.1
Rad51 HR inh	-4	10	1
Calpain2 inh	-9	-6	8
eIF4E 4G PPI	2	7	-5
Cl transport mod	1.1	-1.6	.
PERK inh	0.3	-0.2	-0.4

Other records follow:
#37 O=C(O)c1ccc(COc2c(F)c(F)cc(F)c2F)cc1
#38 CCOC(=O)C(CSCc1ccccc1)NC(=O)OC(C)(C)C (configuration not stated)
#39 Cc1c(OCC(=O)NC(Cc2c[nH]c3ccc(O)cc23)C(=O)O)ccc2c3c(c(=O)oc12)CCC3 (configuration not stated)
#40 COc1ccc(C(=O)Nn2cnnc2)cc1OC
#41 CCOC(=O)COc1c(Cl)cc(C2NC(=S)NC(c3ccccc3)=C2C(C)=O)cc1OC (configuration not stated)
#42 COc1cc(OC)cc(C2=NC3(CCC(C)CC3)NC2=S)c1 (configuration not stated)
Compound	37	38	39	40	41	42
MDM2 E3 inh	-25	0	.	-12	-9	-37
L929 necroptosis	0.2	0.5	0.1	-0.4	1.1	5.0
EBV gp42 block	-19	11	-12	-3	23	-7
TNF necrop inh	-0.3	-4.8	-0.2	0.0	1.4	2.9
Rad51 HR inh	-4	-9	-7	-4	-4	1
Calpain2 inh	-21	15	-1	-3	17	2
eIF4E 4G PPI	1	-6	-1	5	10	-2
Cl transport mod	.	-1.9	-0.94	0.057	-1.9	18*
PERK inh	1.3	-0.3	0.7	0.4	0.0	0.3

#43 CC(=O)NC(CCS(C)(=O)=O)C(=O)Nc1cccc(C)c1C (configuration not stated)
#44 O=C(COC(=O)CCCCCN=C1NS(=O)(=O)c2ccccc21)Nc1ccc(Cl)c(Cl)c1
#45 CCCCCn1c(=O)c(C(=O)c2ccccc2)nc2ccccc21
#46 CC(=O)Nc1ccc(NS(=O)(=O)c2ccc(C)cc2)c([N+](=O)[O-])c1
#47 O=C(COC(=O)C12CC3CC(CC(C3)C1)C2)NC12CC3CC(CC(C3)C1)C2
Compound	43	44	45	46	47
MDM2 E3 inh	-6	1	-6	3	-13
L929 necroptosis	0.8	1.1	-0.1	1.8	0.6
EBV gp42 block	-10	5	-11	-12	-75
TNF necrop inh	1.1	0.7	-1.1	-0.7	-0.1
Rad51 HR inh	-5	1	-12	7	1
Calpain2 inh	-8	25	38	-19	11
eIF4E 4G PPI	2	-1	2	2	6
Cl transport mod	.	-0.094	.	2	0.32
PERK inh	0.4	1.0	0.6	0.8	1.4
